# Screening data from PubChem.
# M. tuberculosis GlmU = inhibition of mycobacterial GlmU enzyme – biochemical, glucosamine-1-phosphate acetyltransferase (AID 1376) | M. tuberculosis GlmU acetyltransferase enzyme assay; higher % means a stronger effect | inhibition, %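 (tested at 30 µM in the primary screen)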, or IC50 in µM where a hit was titrated | 0.25% of 220,000 active; in the data active = inhibition above about 13%;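 note: 0% = complete reaction with vehicle and 100% = reaction without substrate; strong numbers were not always called active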
# Mtb RmlCD inh = blocks M. tuberculosis RmlC and RmlD coupled enzymes. P9WH09+P9WH11. RmlC+RmlD coupled enzyme assay, percent inhibition; primary screen in compound mixtures. inhibition, % at 3.6 µM. 0.03% of 160,000 active. AID 1533; in the data active = inhibition mostly above about 34%, no sharp cut-off; note: some results filed as inactive read as strong as hits
# Target sequence (P9WH09 whole entry, looked up): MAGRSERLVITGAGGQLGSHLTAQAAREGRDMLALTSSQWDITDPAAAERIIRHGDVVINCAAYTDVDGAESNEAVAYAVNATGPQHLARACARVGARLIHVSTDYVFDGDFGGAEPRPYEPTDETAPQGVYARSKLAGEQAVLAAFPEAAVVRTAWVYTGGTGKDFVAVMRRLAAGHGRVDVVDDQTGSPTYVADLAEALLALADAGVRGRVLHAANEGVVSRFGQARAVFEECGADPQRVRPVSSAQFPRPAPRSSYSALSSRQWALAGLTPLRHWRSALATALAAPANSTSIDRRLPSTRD
# Target sequence (P9WH11 whole entry, looked up): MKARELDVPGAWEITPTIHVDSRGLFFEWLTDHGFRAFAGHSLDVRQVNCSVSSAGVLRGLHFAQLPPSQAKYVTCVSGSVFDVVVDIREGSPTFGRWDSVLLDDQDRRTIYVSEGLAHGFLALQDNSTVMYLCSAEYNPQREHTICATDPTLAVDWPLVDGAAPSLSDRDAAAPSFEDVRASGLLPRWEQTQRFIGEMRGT
# An asterisk follows results filed as active; x = no result given. An excerpt; count on the stated rates, not on these rows.
Compound | M. tuberculosis GlmU | Mtb RmlCD inh
C/C(CC(=O)Nc1ccc(Cl)cc1Cl)=N\NC(=O)c1ccncc1 | -1.8% | -2
Cc1cc(S(=O)(=O)Nc2ccc3c(c2)COC3=O)ccc1F | 0.2% | x
Cc1ccccc1N(C(=O)Cn1nnc(-c2ccc(F)cc2)n1)C(C(=O)NC(C)(C)C)c1ccncc1 (stereo not drawn) | 2.1% | -6
O=C(CN(Cc1ccccc1)C(=O)CCC(=O)Nc1ccccn1)NCc1ccco1 | 2.2% | x
COc1ccc(NC(=O)c2c3c(nc4ccccc24)CCC3)cc1 | 3.7% | 4
O=C(Cc1cccc2ccccc12)NNC(=O)Nc1cccc(Cl)c1 | 0.4% | -7
CCOc1ccc(C(C(=O)NC2CCCC2)N(CCCO)C(=O)c2ccc(-c3ccccc3)[nH]2)cc1 (stereo not drawn) | 1.9% | -2
CC1CCC2(CC1)NC(=O)N(CC(=O)NC(=O)Nc1ccc3c(c1)OCCO3)C2=O (stereo not drawn) | -7.0% | -3
O=C(COC(=O)c1cc2ccccc2o1)c1ccccc1 | -2.6% | -11
COc1cc(-c2onc3ccc(Br)cc23)cc(OC)c1OC | 4.7% | -10
CNc1cc(N2CCNCC2)ccc1[N+](=O)[O-] | 0.7% | -11
Cc1ccc(S(=O)(=O)N2CCN(C(=O)CCC(=O)N3CCc4ccccc43)CC2)cc1 | -2.6% | x

# Next part:
Compound | M. tuberculosis GlmU | Mtb RmlCD inh
CN(C)/C=C/C1=CC(=O)CC(C)(C)C1 | -1.7% | -9
CCOC(=O)Cc1ncccc1C(=O)Nc1ccc(OC(F)(F)F)cc1 | -5.8% | -14
COc1cc2ncc(S(=O)(=O)c3ccccc3)c(N3CCC4(CC3)OCCO4)c2cc1OC | 0.7% | 2
Cc1cccc(Oc2nc(-c3ccccc3)cc(C)c2S(C)(=O)=O)c1C | 7.1% | x
COc1cccc(NS(=O)(=O)c2ccc3c(c2)n(C)c(=O)c(=O)n3C)c1 | -2.4% | x
CC(=O)Nc1cccc(C2=CC(c3ccco3)n3ncnc3N2)c1 (stereo not drawn) | 2.4% | 1
Cc1cccc(Nc2nc(-c3ccccn3)cs2)n1 | -6.4% | -3
O=C(CC1S/C(=N/N=C/c2cccs2)NC1=O)Nc1ccc(Cl)cc1 (stereo not drawn) | -1.6% | 56
N/C(=N\OC(=O)COc1ccc2ccccc2c1Br)c1ccccn1 | 6.1% | x
NNC(=O)COc1cccc(C(F)(F)F)c1 | 8.7% | 9
FC(F)(F)c1nc(=S)c2ccccc2[nH]1 | 2.3% | 6
Cc1cc(/C=C(\C#N)C(=O)OCC(=O)NC(=O)NC(C)(C)C)c(C)n1CCC(C)C | -3.8% | x

# Further structures:
Compound | M. tuberculosis GlmU | Mtb RmlCD inh
O=C(O)C1(P(=O)(c2ccc(Cl)cc2)c2ccc(Cl)cc2)CCCC1 | -2.2% | 3
C=CCSc1nc2c(c(=O)[nH]c(=O)n2C)n1Cc1ccc(C)cc1 | x | -10
Cc1ccc(NC(=S)N(CCCN2CCCC2)Cc2cccn2Cc2ccc(Cl)cc2)cc1C | -7.0% | -12
COC(=O)c1ccc(NC(=O)CN2C(=O)CSC2=O)cc1 | 3.5% | x
Nc1ccc(CN2CCCCCC2)cc1 | -2.4% | x
COC(=O)N1[C@H](C)C=C[C@]1(Cc1ccccc1)C(=O)OC | 2.5% | x
CCOC(=O)c1c(NC(=O)CSc2nnc(Cc3ccccc3)o2)sc(C(C)=O)c1C | -1.8% | x
Cc1cc(C)c(NC(=O)COC(=O)CCc2ccc(S(=O)(=O)N3CCCCC3)cc2)c(C)c1 | 1.2% | -11
CC(C)c1ccc2c(c1)C1(NN=C(c3ccccc3)S1)C(=O)N2 (stereo not drawn) | 3.9% | x
Cn1cc(C(=O)NCCN2CCN(c3cccc(Cl)c3)CC2)c2c3ccccc3n(C)c2c1=O | x | 4
CN(C)S(=O)(=O)c1cc(NC(=O)CNCCN2CCOCC2)ccc1Cl | -1.0% | 4
CC(C)COc1ccc(CN=C(N)N=C(N)N)cc1Cl | -6.2% | -17

# Next entries
Compound | M. tuberculosis GlmU | Mtb RmlCD inh
Cc1c(Br)c([N+](=O)[O-])nn1CC(=O)Nc1ccc(CC#N)cc1 | -6.4% | 37
COC(=O)c1ccc(SC2CCCCC2)c([N+](=O)[O-])c1 | 0.8% | -87
O=P(Nc1ccccc1)(Nc1ccccc1)Oc1ccccc1 | -6.8% | x
Fc1cccc(Cl)c1Cn1nnc2c(NCc3ccncc3)ncnc21 | -5.8% | -3
CC1CCN(C(=O)c2ccc(COc3ccccc3Cl)o2)CC1 | -0.5% | x
Cc1ccc(N2C(=O)C3C(c4ccccc4)N4CCCN4C3(C)C2=O)cc1 (stereo not drawn) | -5.4% | -7
Cc1cc(Nc2ccc(Cl)cc2)nc(NCc2ccccc2)n1 | -3.3% | 3
COC(=O)c1cc(NC(=O)CN(c2ccc3c(c2)OCO3)S(C)(=O)=O)ccc1Cl | -2.5% | -21
COc1ccc(S(=O)(=O)N2CCCCCC2)cc1C(=O)OCc1c(C)noc1C | 1.1% | 6
O=S(=O)(c1ccccc1)N1CCN(S(=O)(=O)N2CCCCC2)CC1 | 3.9% | 5
NS(=O)(=O)c1ccc(CCNC(=O)CSc2ccc(Cl)cc2Cl)cc1 | -5.2% | 7
CCOC(=O)c1ccc(NC(=O)NC(C)C2CCCO2)cc1 (stereo not drawn) | 3.1% | x

# Next results follow:
Compound | M. tuberculosis GlmU | Mtb RmlCD inh
CC(=O)c1ccccc1OC(=O)c1c(F)cccc1F | -5.0% | 12
OCc1ccccc1OCCOc1ccc(Cl)c2cccnc12 | 5.3% | -7
CN(C)S(=O)(=O)c1cccc(NC(=O)c2cc(=O)[nH]c3ccccc23)c1 | 2.1% | x
O=C(COC(=O)c1ccc(-c2nnc(-c3ccccc3)o2)cc1)c1ccccc1 | -5.1% | 11
O=C(NN1C(=O)c2ccccc2NC1c1ccc([N+](=O)[O-])o1)c1ccc(Br)cc1 (stereo not drawn) | 3.7% | 0
CCCC1OC23CCCCC2C(C#N)(C#N)C1(C#N)C(=N)O3 (stereo not drawn) | 4.0% | -3
Cc1nn(C)c(Cl)c1CN1CCCC(CCC(=O)NCc2ccccc2F)C1 (stereo not drawn) | 1.7% | -10
COC(=O)c1ccc(Nc2cc(C)nc(-c3ccccc3O)n2)cc1 | -7.6% | x
O=C(O)CC(Cc1ccc(Cl)cc1)C(=O)NCc1ccccc1 (stereo not drawn) | 0.4% | -9
CCCC(C(=O)NC(C)(C)C)N(C(=O)c1snc(C(N)=O)c1N)c1ccc2c(c1)OCCO2 (stereo not drawn) | 3.6% | 6
CC1CCCC(NC(=O)C2CCN(S(=O)(=O)N3CCC4(CC3)OCCO4)CC2)C1C (stereo not drawn) | x | -15
CCOC(=O)C1CCN(C(=O)CSc2cc(=O)n(CC)c3ccccc23)CC1 | -3.1% | -5

# Other results.
Compound | M. tuberculosis GlmU | Mtb RmlCD inh
CCNC(=O)C1OC(n2cnc3c(N)ncnc32)C(O)C1O (stereo not drawn) | -4.6% | x
CC(C)[C@H]1CN=C2N(C[C@H](C)NC(=O)CCC3CCCCC3)[C@H](Cc3ccc(O)cc3)CN21 | -7.6% | x
CCOC(=O)c1sc(NC(=O)Cc2c(F)cccc2Cl)nc1C | 4.2% | 7
O=C(NCc1ccccc1)N1CCC(n2cnc3cc(F)ccc32)CC1 | 0.5% | x
Cc1ccc(OCC(=O)N/N=C\c2ccco2)c(C)c1 | -4.5% | 18
CC(C)CC(=O)N1CCN(CC2CC=CCC2)CC1 (stereo not drawn) | -2.2% | x
COC(=O)c1ccc(NC(=O)CSc2nncn2C)cc1 | -0.8% | -9
CCCOC(=O)C1NC(=O)N2C(C(=O)OCCC)C(C)(C)S[C@H]12 (stereo partly drawn) | -1.3% | x
O=C(NCCCCc1ccccc1)c1ccc(Br)o1 | -0.4% | x
Cc1nn(-c2ccccc2)c(Cl)c1/C=N/NC(=O)OC(C)(C)C | -2.2% | 13
CC1CN(C(=O)c2cccs2)CC(C)O1 (stereo not drawn) | 3.8% | 3
CCCCNC(=O)c1cc(C)nn1-c1ccccc1 | -1.4% | -7

# Continued:
Compound | M. tuberculosis GlmU | Mtb RmlCD inh
Cc1cccc(N2C(=O)c3cccc4c(N5CCCCC5)c([N+](=O)[O-])cc(c34)C2=O)c1C | 2.8% | 0
COc1ccc(/C=C(\C#N)C(=O)OCC(=O)Nc2c(C)cccc2C)cc1 | 2.3% | -4
CCn1c(=O)[nH]c(=O)c2c(N)c(C(=O)c3cc(F)ccc3F)sc21 | -1.6% | x
Nc1nc(NCc2ccco2)nc(N2CCCC2)c1[N+](=O)[O-] | -2.3% | 8
CCCNC(=O)CCn1c(-c2ccc(C)cc2)cc(C(=O)OCC)c1C | 2.7% | -12
CCC(CO)NCc1sccc1C (stereo not drawn) | 10% | -5
CCSc1nnc(-c2ccccc2NC(=O)CC)c(=O)[nH]1 | 3.8% | 1
Cc1ccc(S(=O)(=O)N2CCN(C(=O)c3ccc([N+](=O)[O-])cc3)C2)cc1 | -2.0% | 14
Cc1cc2c(cc1C)N(C(=O)CSc1nncn1C)C(C)(C)c1ssc(=S)c1-2 | 0.7% | x
COc1ccc(S(=O)(=O)N(CC(=O)NCc2ccco2)c2ccccc2)cc1 | -3.0% | 13
COc1ccc(S(=O)(=O)NCc2ccccn2)c(Cl)c1Cl | -3.3% | 3
O=C(CNC(=O)c1ccccc1)NC1(C(=O)NC2CCCCC2)CCCCC1 | 1.3% | 1

# Carrying on.
Compound | M. tuberculosis GlmU | Mtb RmlCD inh
Cc1ccc(S(=O)(=O)Nc2cc(Cl)c(O)cc2C)cc1 | 6.2% | 25
CC(C)N1C(=S)SC(C)(C)C1n1oc(=O)n(-c2cccc(Cl)c2)c1=O (stereo not drawn) | -0.3% | 4
CCC(=O)Oc1ccc2c(c1)OC1(OC(C)=O)OC(C)CC1=C2C (stereo not drawn) | -2.7% | 5
NC(=S)Cc1ccccc1Cl | 6.0% | 7
Cc1ccc(C(c2nnnn2C(C)(C)C)N2CCC(C)CC2)cc1 (stereo not drawn) | 3.3% | x
O=C(N/N=C/c1ccco1)c1cc(-c2cccc(Br)c2)nc2ccccc12 | -0.1% | 4
CCSc1nnc(-c2cccnc2)n1-c1ccc(Cl)c(C)c1 | -1.2% | -9
CCOC(=O)c1c(C)[nH]c2cc(Br)c(OC)cc12 | 1.5% | -9
Nc1nnn(CC(=O)N/N=C/c2ccccc2Cl)n1 | 0.5% | 4
O=S(=O)(Nc1ccc(S(=O)(=O)N2CCCCCC2)cc1)c1cccs1 | 0.3% | -4
COCCNC(=O)Cn1nc(C)c2ccccc2c1=O | -0.4% | x
COc1ccc(CCNC(=O)CC2COc3ccccc3O2)cc1OC (stereo not drawn) | 3.1% | -11

# Brought forward from above: five entries, followed by the next part.
Compound | M. tuberculosis GlmU | Mtb RmlCD inh
CCOC(=O)c1c(C)[nH]c2cc(Br)c(OC)cc12 | 1.5% | -9
Nc1nnn(CC(=O)N/N=C/c2ccccc2Cl)n1 | 0.5% | 4
O=S(=O)(Nc1ccc(S(=O)(=O)N2CCCCCC2)cc1)c1cccs1 | 0.3% | -4
COCCNC(=O)Cn1nc(C)c2ccccc2c1=O | -0.4% | x
COc1ccc(CCNC(=O)CC2COc3ccccc3O2)cc1OC (stereo not drawn) | 3.1% | -11
Cc1nnsc1S(=O)(=O)Cc1ccccc1Cl | -0.6% | -7
O=C(OCC(=O)N1CCCCCC1)c1ccc(Cl)c(S(=O)(=O)N2CCCC2)c1 | -2.4% | x
CC(=O)Oc1ccc(/C=N/NS(=O)(=O)c2ccccc2)cc1 | -1.0% | 13
CN1CC=C2C(C#N)=C(N)C(C#N)(C#N)C(CCc3ccccc3)C2C1 (stereo not drawn) | 1.1% | x
CCn1c(C(C#N)/C(=N\S(=O)(=O)c2cccs2)c2ccccc2)nc2ccccc21 (stereo not drawn) | -4.4% | -4
COc1cc([N+](=O)[O-])cc(/C=N/NC(=O)Cn2nc(C)cc2C)c1O | 3.1% | 5
Cc1ccc(C)c2sc(NC(=O)c3ccc(N4CCCCC4)c([N+](=O)[O-])c3)nc12 | -3.0% | -10
CN(CCO)c1cc(NCCCN2CCC(Cc3ccccc3)CC2)c2nonc2c1[N+](=O)[O-] | -5.0% | -2
COc1ccc(N2C(=O)C3C(c4ccc(OC)cc4O)NC(Cc4ccccc4)(C(=O)O)C3C2=O)cc1 (stereo not drawn) | -2.6% | -5
CC[C@H]1OC(=O)[C@H](C)[C@@H](O[C@H]2C[C@@](C)(OC)[C@@H](O)[C@H](C)O2)[C@H](C)[C@@H](O[C@@H]2O[C@H](C)C[C@H](N(C)C)[C@H]2O)[C@](C)(OC)C[C@@H](C)C(=O)[C@H](C)[C@@H](O)[C@]1(C)O | -2.3% | 9
CC(C)NC(=O)NC(=O)CSc1nnc(-c2ccccc2F)n1N | 2.7% | 11
CC1CC(O)(Cc2ccccc2)C(C)CN1C (stereo not drawn) | -0.3% | x

# Copied from the list:
# CN(CCO)c1cc(NCCCN2CCC(Cc3ccccc3)CC2)c2nonc2c1[N+](=O)[O-] @ M. tuberculosis GlmU = -5.0%
# COc1ccc(N2C(=O)C3C(c4ccc(OC)cc4O)NC(Cc4ccccc4)(C(=O)O)C3C2=O)cc1 (stereo not drawn) @ M. tuberculosis GlmU = -2.6%
# Cc1ccc(C)c2sc(NC(=O)c3ccc(N4CCCCC4)c([N+](=O)[O-])c3)nc12 @ Mtb RmlCD inh = -10

# (cont.)
Compound | M. tuberculosis GlmU | Mtb RmlCD inh
O=[N+]([O-])c1cccc(-c2nc(N3CCOCC3)c3ccccc3n2)c1 | -0.4% | 2
O=C(O)CN=C(NS(=O)(=O)c1ccccc1)c1ccccc1 | -1.2% | 2
Cc1cnc(C(=O)OCC(=O)NCc2ccc3c(c2)OCO3)cn1 | 0.9% | -10
O=c1[nH]c2ccc(Cl)cc2c(-c2ccccc2)c1SC(=S)N1CCOCC1 | -0.8% | 8
COc1ccc(CCn2c(NCCCN3CCOCC3)nc3c2c(=O)[nH]c(=O)n3C)cc1 | -3.9% | x
COC(=O)c1cc(NC(=O)c2ccc(OC)cc2)c(=O)oc1C | -5.3% | 2
